Bioassay records from PubChem BioAssay.
MOR-DOR ag = OPRM1-OPRD1 heterodimerization agonism; activation, % at 9.3 µM; cells, luminescence; 340,000 tested, 0.3% active; AID 504326; P35372+P41143; in the data active = activation above about 18%;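 note: 0% = vehicle-treated cells and 100% = reference agonist; values of inactives mirror those of a sister screen read the other way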
Target sequence (P35372 whole entry, looked up): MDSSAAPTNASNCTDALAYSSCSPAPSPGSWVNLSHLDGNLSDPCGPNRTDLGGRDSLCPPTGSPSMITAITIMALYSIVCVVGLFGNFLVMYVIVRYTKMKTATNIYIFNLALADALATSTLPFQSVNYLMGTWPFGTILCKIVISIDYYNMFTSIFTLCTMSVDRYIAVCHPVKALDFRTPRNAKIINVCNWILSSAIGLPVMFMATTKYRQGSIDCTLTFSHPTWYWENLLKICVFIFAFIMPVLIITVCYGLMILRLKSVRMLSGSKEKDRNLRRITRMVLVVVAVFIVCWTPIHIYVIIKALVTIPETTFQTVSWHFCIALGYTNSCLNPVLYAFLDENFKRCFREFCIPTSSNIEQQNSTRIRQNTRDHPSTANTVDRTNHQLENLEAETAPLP
Target sequence (P41143 whole entry, looked up): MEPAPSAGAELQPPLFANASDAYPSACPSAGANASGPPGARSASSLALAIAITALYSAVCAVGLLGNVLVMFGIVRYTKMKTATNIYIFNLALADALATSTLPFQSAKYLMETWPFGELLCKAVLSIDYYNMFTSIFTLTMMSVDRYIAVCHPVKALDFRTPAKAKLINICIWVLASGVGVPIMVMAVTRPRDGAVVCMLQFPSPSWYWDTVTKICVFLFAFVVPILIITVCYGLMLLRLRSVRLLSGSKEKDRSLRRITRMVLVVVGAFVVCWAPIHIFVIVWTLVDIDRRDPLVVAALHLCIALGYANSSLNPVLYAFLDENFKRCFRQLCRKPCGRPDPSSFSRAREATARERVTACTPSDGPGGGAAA
PKA-R1A activ = activators of PKA-R1A complex; P00514+P68181; PKA-R1A dissociation, Cy5-IP20 fluorescence polarization; scaled: DMSO 0%, 113 µM cGMP 100%; activation, % at 11.4 µM; 340,000 tested, 0.083% active; AID 504707;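 active = percent activation above the mean of all tested compounds plus 3 SD, cut at about 19% in these data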;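 note: higher means more PKAc released from R1A so a rise in polarization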
Mot1-301 SUMO = blocks SUMOylation pathway, rescuing yeast Mot1-301 growth | growth rescue, % at 18.8 µM | S. cerevisiae Mot1-301 growth rescue, ATP luminescence, 38.5C; percent above DMSO median, 100 means doubled | 320,000 tested, 1% active;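 active = every valid replicate shows activation above 250% relative to neutral control wells; inactive = the rest, any valid replicate at or below 250%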;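 note: OY570 slx delta 5 strain wells were the positive control but not used for scaling; some compounds called inactive have numbers as strong as hits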
AddAB inh = less growth of phage-infected E. coli with AddAB. 330,000 tested, 0.29% active. E. coli expressing H. pylori AddAB, absorbance growth. inhibition, % at 11.9 µM; in the data active = inhibition above about 12%;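 note: 0% = vehicle wells of infected cells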
Tat transport = E. coli Tat transport inhibition; 340,000 tested, 0.036% active; E. coli MC4100 TorA-mCherry Tat export, fluorescence; inhibition, % at 10 µM;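 active = mean replicate inhibition at least 50% and at least half of replicates individually reaching 50%; inconclusive = only one of the two criteria met; inactive = neither criterion met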;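 note: exported cargo escapes ClpAP degradation while cytoplasmic cargo is degraded and loses fluorescence; 0% = median of neutral control wells and 100% = median of NaSCN control wells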
phage Ecoli inh = E. coli growth loss with phage present | growth absorbance | inhibition, % at 11.9 µM | 360,000 tested, 0.26% active | AID 651602; in the data active = inhibition above about 11%
PKA-R2B act = activates the human PKA-R2B holoenzyme complex; P22694+P31323; PKA-R2B holoenzyme dissociation, Cy5-IP20 fluorescence polarization; R2B truncated from residue 108, S112A mutant; 0% DMSO only, 100% 113 µM cGMP; activation, % at 11.4 µM; 340,000 tested, 0.079% active; AID 504700;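 active = activation above a cutoff set at the mean over all compounds plus 3 SD, cut at about 18% in these data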;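 note: higher means more holoenzyme dissociation and a rise in polarization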
PfHsp90 yeast 2 = inhibits growth of yeast expressing Plasmodium falciparum Hsp90; AID 504621; S. cerevisiae expressing PfHsp90, BacTiter-Glo ATP, 48 h; yeast lacking PDR1 and PDR3 efflux regulators; 310,000 tested, 0.32% active; inhibition, % at 9.4 µM;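 active = every replicate shows inhibition above about 80%, whatever the replicate mean, limit read from the data; inconclusive = mean inhibition reaches the set limit but some replicate falls short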;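 note: 0% = DMSO neutral controls and 100% = 20 µM radicicol positive controls; yeast relying on Plasmodium falciparum Hsp90 in place of its own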
HTR5A inv ctr = HTR5A inverse agonism, opioid heterodimer counter-screen. AID 504634. P47898. HTR5A cell line, luminescence. 340,000 tested, 0.083% active. inhibition, % at 9.3 µM; in the data active = inhibition mostly above about 23%, no sharp cut-off; inactive = mostly below about 18%;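 note: 0% = cells with DMSO and 100% = no-cell wells with DMSO; some compounds called inactive have numbers as strong as hits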
OPRM1-OPRD1 inv = inverse agonist of human OPRM1-OPRD1 heterodimerization; 340,000 tested, 0.21% active; AID 504357; inhibition, % at 9.3 µM; cell-based MOR-DOR heterodimer luminescence, inverse agonism; in the data active = inhibition above about 22%, passing the limit was not always enough;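 note: 0% = cells with DMSO and 100% = wells without cells with DMSO; values of inactives mirror those of a sister screen read the other way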
E coli growth = counter-screen for AddAB inhibitors: E. coli growth inhibition. AID 449728. E. coli V3065 growth, OD600 absorbance, 18 h. inhibition, % at 11.9 µM. 330,000 tested, 0.27% active;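 active = inhibition above the campaign's mean inhibition across all tested compounds plus 3 SD, cut at about 9.9% in these data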;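 note: uninfected addAB+ strain grown without phage in ampicillin broth; 0% = DMSO wells and 100% = ciprofloxacin 0.95 µg/ml wells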
An asterisk follows results filed as active; ? = inconclusive; / = no result given.

Below each compound – MOR-DOR ag	PKA-R1A activ	Mot1-301 SUMO	AddAB inh	Tat transport	phage Ecoli inh	PKA-R2B act	PfHsp90 yeast 2	HTR5A inv ctr	OPRM1-OPRD1 inv	E coli growth
1: CCN(CC)c1ccc(/C=C2\C(=O)NC(=O)N(Cc3ccco3)C2=O)cc1
 : -2.5	-2	13	-0.7	-2	2.5	-2	-9	11	13	-0.3
2: Cc1ccccc1N
 : -3.9	3	-13	-0.2	-3	1.4	-13	-19	-10	21	-0.3
3: O=C(CCC(=O)N1CCOc2ccc(Cl)cc21)N1CCC2(CC1)OCCO2
 : -3.3	2	-6	2.7	-2	-0.6	9	1	9	17	-1.4
4: COc1ccc2[nH]cc(CCN)c2c1
 : -0.7	3	21	7.9	5	3.7	-5	7	10	3	1.5
5: CC12CN3CC(C)(CN(C1)C3c1ccncc1)C2=O (stereo unspecified)
 : 1.4	-2	11	-1.6	-2	2.5	-8	-11	10	-7	0.7
6: CC(Cc1ccsc1)NCc1cn[nH]c1-c1ccc(F)cc1F (stereo unspecified)
 : 2.0	5	351	4.0	-4	0.7	-4	20	-14	-10	0.8
7: CN1OC[C@@H]2CN[C@H](c3ccccc3Br)C[C@@H]21
 : -0.9	-1	/	/	-2	2.7	-1	-13	-1	4	/
8: CN(C)C(=O)Oc1ccc2c(c1)O/C(=C\c1ccccc1)C2=O
 : -0.8	-11	-9	0.9	4	0.3	-7	-7	5	4	0.9
9: COc1cc(OC)c(OC)cc1/C=C1/C(=O)NC(=O)N(Cc2ccccc2)C1=O
 : -1.4	-5	2	-0.4	1	-0.6	-13	-4	-4	7	-0.7
10: N#CC1(c2ccccc2)CCN(C2CC(=O)N(c3ccc(F)cc3)C2=O)CC1 (stereo unspecified)
 : 2.2	-6	-6	0.2	3	4.0	-9	12	1	-16	0.3

By substructure: the compounds so far containing nitrogen in an aromatic ring (three)
Below each compound – MOR-DOR ag	PKA-R1A activ	Mot1-301 SUMO	AddAB inh	Tat transport	phage Ecoli inh	PKA-R2B act	PfHsp90 yeast 2	HTR5A inv ctr	OPRM1-OPRD1 inv	E coli growth
4: COc1ccc2[nH]cc(CCN)c2c1
 : -0.7	3	21	7.9	5	3.7	-5	7	10	3	1.5
5: CC12CN3CC(C)(CN(C1)C3c1ccncc1)C2=O (stereo unspecified)
 : 1.4	-2	11	-1.6	-2	2.5	-8	-11	10	-7	0.7
6: CC(Cc1ccsc1)NCc1cn[nH]c1-c1ccc(F)cc1F (stereo unspecified)
 : 2.0	5	351	4.0	-4	0.7	-4	20	-14	-10	0.8

Further compounds:
Below each compound – MOR-DOR ag	PKA-R1A activ	Mot1-301 SUMO	AddAB inh	Tat transport	phage Ecoli inh	PKA-R2B act	PfHsp90 yeast 2	HTR5A inv ctr	OPRM1-OPRD1 inv	E coli growth
11: CCCCCCC(=O)c1c(O)n(-c2ccccc2OC)c(=O)[nH]c1=O
 : -0.6	3	6	1.1	0	2.6	-8	-14	-23	4	0.1
12: COc1ccc2c(c1)C13CCN(C)C(C2)C1CCC1(C3)OCCO1 (stereo unspecified)
 : 15	8	/	/	11	1.0	-10	-2	1	-67	/
13: CC1CCCCC1NC1CCN(C)CC1 (stereo unspecified)
 : 0.7	6	277	2.8	3	1.7	-2	12	-41	-3	0.7
14: N#CC1c2ccccc2-n2nncc2CN1S(=O)(=O)c1cc(Cl)cc(Cl)c1 (stereo unspecified)
 : -2.4	-1	/	/	-4	1.8	-1	11	20	11	/
15: CCCCC1(CCO)C(=O)NC(=S)NC1=O
 : -3.2	-3	/	/	1	2.4	0	/	8	17	/
16: CC(=O)c1ccc(OC(NC(=O)Cc2ccccc2)C(Cl)(Cl)Cl)cc1 (stereo unspecified)
 : -0.4	8	-16	2.8	4	-1.5	1	9	4	3	1.9
17: CN1CCN(C(=O)COc2ccc(S(=O)(=O)N(C)Cc3ccccc3)cc2)CC1
 : -0.6	6	201	0.6	6	3.4	2	0	11	3	-0.4
18: CCOC(=O)c1ccc(N=Cc2c(O)n(-c3ccccc3F)c(=S)[nH]c2=O)cc1
 : 0.5	-5	-2	-0.5	0	3.1	-3	16	-1	-3	-0.8
19: CCOC(=O)c1ccc(NC(=O)N2CC3CC(C2)c2cccc(=O)n2C3)cc1 (stereo unspecified)
 : -3.6	-9	7	1.4	0	1.8	-3	-7	-1	18	0.4
20: COC(=O)C1=C(c2ccc(F)cc2OCc2ccccc2)C[C@@H]2CC[C@H]1N2C(=O)NCc1ccccc1
 : 1.8	-1	4	0.1	2	3.3	-1	2	-3	-9	0.7

Complete entries as entered above. Order of values: MOR-DOR ag	PKA-R1A activ	Mot1-301 SUMO	AddAB inh	Tat transport	phage Ecoli inh	PKA-R2B act	PfHsp90 yeast 2	HTR5A inv ctr	OPRM1-OPRD1 inv	E coli growth
`COc1ccc2c(c1)C13CCN(C)C(C2)C1CCC1(C3)OCCO1` (stereo unspecified) in the list: 15	8	/	/	11	1.0	-10	-2	1	-67	/
`COC(=O)C1=C(c2ccc(F)cc2OCc2ccccc2)C[C@@H]2CC[C@H]1N2C(=O)NCc1ccccc1` in the list: 1.8	-1	4	0.1	2	3.3	-1	2	-3	-9	0.7

Next structures follow.
Below each compound – MOR-DOR ag	PKA-R1A activ	Mot1-301 SUMO	AddAB inh	Tat transport	phage Ecoli inh	PKA-R2B act	PfHsp90 yeast 2	HTR5A inv ctr	OPRM1-OPRD1 inv	E coli growth
21: COCCCn1c(N)c(C(=O)NCc2ccco2)c2nc3ccccc3nc21
 : /	/	137	1.1	0	0.3	/	-7	/	/	0.0
22: COC(=O)C1=C(c2ccc(OCc3ccccc3)cc2)C[C@@H]2CC[C@H]1N2C(=O)NCCCc1ccccc1
 : 1.5	-2	8	-0.6	-1	0.5	-10	-11	2	-8	-0.5
23: CCNC(=S)NCCC1=c2ccccc2=N/C1=C\c1c(O)n(C)c(=O)n(C)c1=O
 : /	/	0	1.0	-2	1.2	/	4	/	/	1.7
24: CCCCn1c(O)c(C(CC)=Nc2ccc(C(=O)O)cc2)c(=O)[nH]c1=O
 : -3.2	1	1	0.9	-8	2.6	7	-8	-2	18	1.6
25: COC(=O)C1=C(C(=O)OC)C2c3ccccc3C1c1ccccc12
 : -1.1	-12	/	/	-10	-0.7	-1	-15	2	6	/
26: COC(=O)C1=C(c2cccc(C#N)c2)C[C@@H]2CC[C@H]1N2C(=O)NCc1ccco1
 : -1.4	1	-11	-0.3	-4	3.3	-5	-5	-14	8	0.5
27: O=C1NC(=O)N(CCc2ccc(F)cc2)C(=O)/C1=C/c1cccs1
 : 1.5	-1	-20	1.3	8	0.8	5	/	-10	-7	2.7
28: CC(=O)N1CN2CN(C(C)=O)CC(C(=O)c3ccccc3)(C2)C1
 : -0.4	-2	5	1.7	1	2.1	-2	-11	7	2	2.0
29: Cc1ccc2c(c1)CC1(CN2C)C(=O)NC(=O)N(CCc2ccccc2)C1=O (stereo unspecified)
 : -1.8	2	-5	1.6	-1	0.1	0	-11	-15	8	0.6
30: COCCOC(=O)c1c(C)oc2ccc(OC(=O)N(C)C)cc12
 : -1.3	-2	/	4.2	-3	4.5	8	/	-6	7	0.6

Continued:
Below each compound – MOR-DOR ag	PKA-R1A activ	Mot1-301 SUMO	AddAB inh	Tat transport	phage Ecoli inh	PKA-R2B act	PfHsp90 yeast 2	HTR5A inv ctr	OPRM1-OPRD1 inv	E coli growth
31: COc1cccc(CN2CC=C(c3ccc(F)cc3)CC2)c1
 : 0.5	-9	7	4.8	7	1.2	6	1	2	-2	-1.0
32: CNC(=O)O/N=C(\C)Cc1nnn(-c2cc(C)on2)n1
 : -1.9	4	2	0.3	4	-0.1	-4	-4	-22	10	-0.2
33: C1=CC(Cc2cncs2)c2ccccc21 (stereo unspecified)
 : 0.4	-6	2	-0.7	-12	2.7	3	-4	12	-2	-1.8
34: CC1=CC2OC3CC4OC(=O)C=CC=CC(=O)OCCC(C)C(O)C(=O)OCC2(CC1O)C4(C)C31CO1 (stereo unspecified)
 : -2.8	-1	/	/	7	/	1	-44	10	12	/
35: O=C(c1cc2cc3ccc(Cl)cc3nc2o1)N1CCC2(CC1)OCCO2
 : -1.6	-5	-2	0.0	-2	2.5	-15	-25	20	9	-0.5
36: Cc1sc2c(c1C)C(c1cccs1)=NCC(=O)N2CC(=O)NCc1cccs1
 : -1.4	0	-3	-1.1	5	0.4	-2	-27	-2	8	-2.2
37: Cc1ccsc1C(=O)C1CCCN(Cc2cnc(N3CCCC3)s2)C1 (stereo unspecified)
 : 3.6	1	335	0.7	-1	4.9	6	18	7	-17	-2.6
38: FC(F)(F)c1ccccc1CNCCc1c[nH]c2ccccc12
 : 2.2	-11	31	-0.2	-7	3.5	-7	-4	10	-10	-1.7
39: O=P(NCc1ccccc1)(Oc1ccccc1)Oc1ccccc1
 : 1.6	7	-3	0.0	2	4.2	-3	-9	-7	-12	-1.8
40: O=c1[nH]c(=O)n(-c2ccccc2Cl)c(O)c1C=NCCN1CCCCC1
 : -3.1	6	-20	0.6	-5	3.6	-4	/	-9	17	-2.3

Going on with the list:
Below each compound – MOR-DOR ag	PKA-R1A activ	Mot1-301 SUMO	AddAB inh	Tat transport	phage Ecoli inh	PKA-R2B act	PfHsp90 yeast 2	HTR5A inv ctr	OPRM1-OPRD1 inv	E coli growth
41: O=C(Oc1ccc([N+](=O)[O-])cc1)N1CCC(N2CCCCC2)CC1
 : -2.9	-7	8	-0.5	-7	1.9	6	-5	-4	16	1.1
42: CO[C@H]1[C@@H](OC)CC(OC2OC(CO)C(O)C(O)C2O)/C(=C\C#N)[C@@H]1O (stereo partly specified)
 : -1.9	-7	176	0.1	?	-2.4	-11	-4	-10	10	-3.3
43: O=[N+]([O-])c1cnc[nH]1
 : -1.6	-1	62	-4.1	4	2.9	0	0	2	9	-1.3
44: Cc1cc(C(=O)Nc2ccc3c(c2)OCCO3)nn1C(C)(C)C
 : 0.9	8	-5	0.7	9	3.2	8	-11	-6	-5	-0.3
45: COc1cc(C(=O)OC2C[C@H]3CC[C@@H](C2)N3C)ccc1O (stereo partly specified)
 : -5.8	-2	-25	/	-7	1.4	3	6	15	27	/
46: CCC(CO)Nc1ccc([N+](=O)[O-])c2cccnc12 (stereo unspecified)
 : -1.6	9	-1	1.0	0	2.9	-1	-1	15	8	-2.3
47: O=C(C(=O)N1CCOCC1)c1cn(Cc2ccccc2Cl)c2ccccc12
 : -1.9	2	38	-0.6	-3	3.3	-9	18	-18	9	-1.8
48: CCOP(=O)(OCC)C(O)c1ccc(OC)c(OC)c1 (stereo unspecified)
 : 0.8	-6	-5	1.1	-2	2.1	-3	-4	-2	-4	-2.8

The list is partial; rates above refer to the full screens.
